NFkB transloc pot: enhances IL-1B driven NFkB nuclear translocation; HUVEC IL-1B NFkB p65 nuclear translocation imaging; activation, % at 2 µM; 94,000 tested, 0.3% active;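 active means activation above 40%, about the mean plus 3 SD, also judged a hit on visual image review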;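 further: percent activation is computed from the nuclear over cytoplasmic p65 intensity ratio; values of inactives mirror those of a sister screen read the other way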
PLAP inhibitors HTS: inhibition of human placental alkaline phosphatase – biochemical, luminescence, HTS (AID 690); inhibition, % at 20 µM, or IC50 in µM where a hit was titrated; 96,000 tested, 0.08% active; purified PLAP, luminescent substrate; higher % means a stronger effect; in the data active means a potency from the dose series; inactive means the rest, 99 in 100 with inhibition below about 30%; further: strong numbers were not always called active
MRP resist rev: reverses drug resistance mediated by MRP; H69AR cells + 2 uM doxorubicin, CellTiter-Glo, 72 h; differential viability (reversal), % at 10 µM; 85,000 tested, 0.04% active;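 active means viability drop by adding the cancer drug above about 55%, with treated viability meeting a 40% cutoff, limit read from the data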;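 further: viability without doxorubicin minus viability with 2 µM doxorubicin for each compound; larger differential means the compound sensitizes cells more to doxorubicin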
NFkB transloc inh: blocks IL-1B driven NFkB nuclear translocation in HUVEC cells. HUVEC IL-1B NFkB p65 nuclear translocation imaging. inhibition, % at 2 µM. 94,000 tested, 0.43% active. AID 796;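 active means inhibition above about 30% together with a positive call from visual inspection of the well image, limit read from the data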;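 further: nuclear over cytoplasmic p65 intensity ratio measured by imaging; 0% = IL-1B stimulated DMSO wells and 100% = unstimulated DMSO wells; values of inactives mirror those of a sister screen read the other way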
Bcl-B displacement: displacers of TR3 peptide from Bcl-B, primary screen, selectivity assay for Bfl-1 inhibitor project, biochemical, fluorescence polarization; FP displacement of FITC-TR3 peptide from Bcl-B; higher % means a stronger effect; displacement, % at 20 µM; hits with a dose series show IC50 in µM; 96,000 tested, 0.11% active; AID 748;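 active means displacement above 50% at 20 µM plus a fluorescence interference ratio under 1.5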;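 further: plate controls were wells without compound for no effect and wells lacking Bcl-B protein for full effect; a part of the inactive calls stands beside numbers as strong as those of hits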
MRP resist rev cytotoxicity: recorded beside MRP resist rev, whose call it bears; viability, %; H69AR cells, CellTiter-Glo, 72 h; measured here: cytotoxicity without doxorubicin
MRP resist rev with doxorubicin: further read-out of MRP resist rev, marked with its call; viability, %; measured here: viability with 2 uM doxorubicin; stronger effect = lower value
NFkB transloc inh cell count 2 µM: second read-out of NFkB transloc inh, no call of its own (marks repeat the call); cell count; measured here: cells passing quality filter;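 raw number of nuclei counted in each imaged well without normalization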
NFkB transloc pot cell count 2 µM: further read-out of NFkB transloc pot, marked with its call; cell count; measured here: cells passing quality filter
Active calls of the source: *. Only part of the results is shown; rates above refer to the full screens.

`COc1ccc(C(C)n2c(C)c3c(C)nnc(C)c3c2C)cc1` (stereo not given) gave NFkB transloc pot -41, PLAP inhibitors HTS 4%, MRP resist rev 4, NFkB transloc inh 41*, Bcl-B displacement 1%, MRP resist rev cytotoxicity 70, MRP resist rev with doxorubicin 66, NFkB transloc inh cell count 2 µM 187* and NFkB transloc pot cell count 2 µM 187.
`Cc1ccc2nc(/C(C#N)=C\c3ccc(OC(=O)c4cccs4)cc3)[nH]c2c1` gave NFkB transloc pot -1, PLAP inhibitors HTS -14%, NFkB transloc inh 1, Bcl-B displacement -8%, NFkB transloc inh cell count 2 µM 107 and NFkB transloc pot cell count 2 µM 107.
For CCN(CC)c1ccc(C2C(C(=O)OCCOC)=C(C)NC3=C2C(=O)CC(C)(C)C3)cc1 (stereo not given) the results were NFkB transloc pot 20, PLAP inhibitors HTS -42%, MRP resist rev 10, NFkB transloc inh -20, Bcl-B displacement 1%, MRP resist rev cytotoxicity 96, MRP resist rev with doxorubicin 86, NFkB transloc inh cell count 2 µM 134 and NFkB transloc pot cell count 2 µM 134.
Screening Nc1c(C(=O)C2CC2)sc2nc(-c3ccccc3)cc(C(F)(F)F)c12 returned NFkB transloc pot -27, MRP resist rev 9, NFkB transloc inh 27, MRP resist rev cytotoxicity 66, MRP resist rev with doxorubicin 57, NFkB transloc inh cell count 2 µM 108 and NFkB transloc pot cell count 2 µM 108.
Screening COc1ccc(/C=C/C(=O)NCc2cn(C)nc2C)cc1COc1ccc(Br)cc1 returned NFkB transloc pot 6, PLAP inhibitors HTS -19%, NFkB transloc inh -6, Bcl-B displacement 4%, NFkB transloc inh cell count 2 µM 154 and NFkB transloc pot cell count 2 µM 154.
`COc1cccc(C(C(=O)NC2CCCC2)N(Cc2ccc(C)cc2)C(=O)c2ccco2)c1OC` (stereo not given) gave NFkB transloc pot 15, MRP resist rev -5, NFkB transloc inh -15, MRP resist rev cytotoxicity 76, MRP resist rev with doxorubicin 82, NFkB transloc inh cell count 2 µM 107 and NFkB transloc pot cell count 2 µM 107.
c1ccc(Nc2nc(N3CCCCC3)nc(N3CCCCC3)n2)cc1 was read as NFkB transloc pot 29, PLAP inhibitors HTS 27%, MRP resist rev 14, NFkB transloc inh -29, Bcl-B displacement -6%, MRP resist rev cytotoxicity 91, MRP resist rev with doxorubicin 77, NFkB transloc inh cell count 2 µM 216 and NFkB transloc pot cell count 2 µM 216.
`O=c1nc2ccccc2c(NS(=O)(=O)c2ccc(Cl)cc2)n1-c1ccccc1` gave NFkB transloc pot -10, PLAP inhibitors HTS -6%, NFkB transloc inh 10, Bcl-B displacement -4%, NFkB transloc inh cell count 2 µM 117 and NFkB transloc pot cell count 2 µM 117.
Screening Cc1cc(=O)oc(C)c1C(=O)Nc1c(C)n(C)n(-c2ccccc2)c1=O returned NFkB transloc pot -6, PLAP inhibitors HTS -12%, MRP resist rev -1, NFkB transloc inh 6, Bcl-B displacement -1%, MRP resist rev cytotoxicity 106, MRP resist rev with doxorubicin 107, NFkB transloc inh cell count 2 µM 146 and NFkB transloc pot cell count 2 µM 146.
COc1ccc(C(O)C(CN2CCOCC2)c2ccccc2)cc1F (stereo not given) was read as NFkB transloc pot 20, PLAP inhibitors HTS -7%, MRP resist rev 1, NFkB transloc inh -20, Bcl-B displacement -4%, MRP resist rev cytotoxicity 93, MRP resist rev with doxorubicin 93, NFkB transloc inh cell count 2 µM 146 and NFkB transloc pot cell count 2 µM 146.
`COc1ccc(OC)c(NC(=O)C2CCN(c3ncccn3)CC2)c1` gave NFkB transloc pot 12, PLAP inhibitors HTS -5%, MRP resist rev 4, NFkB transloc inh -12, Bcl-B displacement 1%, MRP resist rev cytotoxicity 88, MRP resist rev with doxorubicin 84, NFkB transloc inh cell count 2 µM 96 and NFkB transloc pot cell count 2 µM 96.
Screening CCC(c1nnnn1Cc1ccco1)N(CCN1CCOCC1)Cc1cc2cc(C)ccc2[nH]c1=O (stereo not given) returned NFkB transloc pot 7, PLAP inhibitors HTS -34%, MRP resist rev 2, NFkB transloc inh -7, Bcl-B displacement -5%, MRP resist rev cytotoxicity 79, MRP resist rev with doxorubicin 77, NFkB transloc inh cell count 2 µM 132 and NFkB transloc pot cell count 2 µM 132.
Screening CCCCn1ccnc1C(=O)c1ccc(S(=O)(=O)N(CCOC)CCOC)cc1 returned NFkB transloc pot 14, PLAP inhibitors HTS -52%, NFkB transloc inh -14, Bcl-B displacement 2%, NFkB transloc inh cell count 2 µM 169 and NFkB transloc pot cell count 2 µM 169.
For COCCNC(=O)C(C)OC(=O)c1nsc(Cl)c1Cl (stereo not given) the results were NFkB transloc pot -1, PLAP inhibitors HTS -2%, MRP resist rev -15, NFkB transloc inh 0, Bcl-B displacement -8%, MRP resist rev cytotoxicity 102, MRP resist rev with doxorubicin 116, NFkB transloc inh cell count 2 µM 118 and NFkB transloc pot cell count 2 µM 118.
COC(=O)c1c(N)sc2c1CCN(c1ncc(C(F)(F)F)cc1Cl)C2 was read as NFkB transloc pot -6, PLAP inhibitors HTS 10%, MRP resist rev 2, NFkB transloc inh 6, Bcl-B displacement -13%, MRP resist rev cytotoxicity 67, MRP resist rev with doxorubicin 65, NFkB transloc inh cell count 2 µM 68 and NFkB transloc pot cell count 2 µM 68.

In the list so far, 2 have an NH in an aromatic ring:
`Cc1ccc2nc(/C(C#N)=C\c3ccc(OC(=O)c4cccs4)cc3)[nH]c2c1` gave NFkB transloc pot -1, PLAP inhibitors HTS -14%, NFkB transloc inh 1, Bcl-B displacement -8%, NFkB transloc inh cell count 2 µM 107 and NFkB transloc pot cell count 2 µM 107.
Screening CCC(c1nnnn1Cc1ccco1)N(CCN1CCOCC1)Cc1cc2cc(C)ccc2[nH]c1=O (stereo not given) returned NFkB transloc pot 7, PLAP inhibitors HTS -34%, MRP resist rev 2, NFkB transloc inh -7, Bcl-B displacement -5%, MRP resist rev cytotoxicity 79, MRP resist rev with doxorubicin 77, NFkB transloc inh cell count 2 µM 132 and NFkB transloc pot cell count 2 µM 132.

New compounds follow
For Cn1c(=O)c(=O)n(C)c2cc(S(=O)(=O)Nc3ccc4c(c3)OCCO4)ccc21 the results were NFkB transloc pot -4, PLAP inhibitors HTS 10%, MRP resist rev 13, NFkB transloc inh 4, Bcl-B displacement 7%, MRP resist rev cytotoxicity 90, MRP resist rev with doxorubicin 78, NFkB transloc inh cell count 2 µM 146 and NFkB transloc pot cell count 2 µM 146.
Screening COC(=O)c1ccc(COc2ccccc2/C=N/NS(=O)(=O)c2ccc(C)cc2)cc1 returned NFkB transloc pot 6, PLAP inhibitors HTS -15%, NFkB transloc inh -6, Bcl-B displacement 8%, NFkB transloc inh cell count 2 µM 170 and NFkB transloc pot cell count 2 µM 170.
COc1ccc(-c2csc(N3CCC(C(N)=O)(N4CCCCC4)CC3)n2)cc1 was read as NFkB transloc pot -6, PLAP inhibitors HTS -18%, MRP resist rev 2, NFkB transloc inh 6, Bcl-B displacement -12%, MRP resist rev cytotoxicity 105, MRP resist rev with doxorubicin 103, NFkB transloc inh cell count 2 µM 159 and NFkB transloc pot cell count 2 µM 159.
`CC(C)Cn1c(N)c(C(=O)COC(=O)C2=COCCO2)c(=O)n(C)c1=O` gave NFkB transloc pot -6, MRP resist rev 2, NFkB transloc inh 6, Bcl-B displacement 0%, MRP resist rev cytotoxicity 81, MRP resist rev with doxorubicin 79, NFkB transloc inh cell count 2 µM 170 and NFkB transloc pot cell count 2 µM 170.
Screening CC1CC(C)CN(C2CCN(Cc3cccnc3)CC2)C1 (stereo not given) returned NFkB transloc pot -16, PLAP inhibitors HTS 4%, MRP resist rev -3, NFkB transloc inh 16, Bcl-B displacement 1%, MRP resist rev cytotoxicity 87, MRP resist rev with doxorubicin 91, NFkB transloc inh cell count 2 µM 192 and NFkB transloc pot cell count 2 µM 192.
`Cc1nc(CSc2nnc3scc(-c4ccc(Cl)cc4)n23)cs1` gave NFkB transloc pot -10, PLAP inhibitors HTS 11%, MRP resist rev 7, NFkB transloc inh 10, Bcl-B displacement -1%, MRP resist rev cytotoxicity 78, MRP resist rev with doxorubicin 71, NFkB transloc inh cell count 2 µM 106 and NFkB transloc pot cell count 2 µM 106.
For c1cncc(-c2nnc(C3CCCCC3)o2)c1 the results were NFkB transloc pot -6, PLAP inhibitors HTS 16%, MRP resist rev 2, NFkB transloc inh 6, Bcl-B displacement 2%, MRP resist rev cytotoxicity 98, MRP resist rev with doxorubicin 96, NFkB transloc inh cell count 2 µM 192 and NFkB transloc pot cell count 2 µM 192.
For Cc1nc(-n2[nH]c3c(c2=O)CCCC3)[nH]c(=O)c1Cc1ccccc1 the results were NFkB transloc pot 19, PLAP inhibitors HTS -89%, NFkB transloc inh -19, Bcl-B displacement -5%, NFkB transloc inh cell count 2 µM 117 and NFkB transloc pot cell count 2 µM 117.
`O=C(Nc1cccc(Cl)c1)OCc1cnc(Cl)s1` gave NFkB transloc pot 2, PLAP inhibitors HTS 5%, MRP resist rev 15, NFkB transloc inh -2, Bcl-B displacement 19%, MRP resist rev cytotoxicity 99, MRP resist rev with doxorubicin 84, NFkB transloc inh cell count 2 µM 61 and NFkB transloc pot cell count 2 µM 61.
`Cc1cc(C)c2c(=O)n(CC(=O)NCCCN3CCOCC3)sc2n1` gave PLAP inhibitors HTS -11%, MRP resist rev 4, Bcl-B displacement 6%, MRP resist rev cytotoxicity 86 and MRP resist rev with doxorubicin 82.
CC1CCCCN1c1cc(C#N)c(C#N)cc1[N+](=O)[O-] (stereo not given) was read as NFkB transloc pot 9, PLAP inhibitors HTS 11%, NFkB transloc inh -9, Bcl-B displacement -8%, NFkB transloc inh cell count 2 µM 123 and NFkB transloc pot cell count 2 µM 123.
O=C(Cn1c(=O)n(CCCCC(=O)NC2CCCC2)c(=O)c2ccccc21)NCCC1=CCCCC1 was read as NFkB transloc pot -41, PLAP inhibitors HTS -1%, NFkB transloc inh 40*, Bcl-B displacement -10%, NFkB transloc inh cell count 2 µM 128* and NFkB transloc pot cell count 2 µM 128.
Screening FC(F)(F)c1nc2ccccc2n2c(-c3ccc(Cl)cc3)nnc12 returned NFkB transloc pot -14, PLAP inhibitors HTS 18%, NFkB transloc inh 14, Bcl-B displacement -4%, NFkB transloc inh cell count 2 µM 140 and NFkB transloc pot cell count 2 µM 140.
For CCn1cc(C(=O)NCCN(C)CCc2ccccc2)c(=O)c2cc(S(=O)(=O)N(C)C)ccc21 the results were NFkB transloc pot 2, PLAP inhibitors HTS -27%, MRP resist rev 21, NFkB transloc inh -2, Bcl-B displacement -5%, MRP resist rev cytotoxicity 92, MRP resist rev with doxorubicin 71, NFkB transloc inh cell count 2 µM 121 and NFkB transloc pot cell count 2 µM 121.
Screening COCc1cc(C)nc2sc3c(=O)n(Cc4ccco4)nnc3c12 returned NFkB transloc pot -5, PLAP inhibitors HTS -1%, MRP resist rev -19, NFkB transloc inh 5, Bcl-B displacement 8%, MRP resist rev cytotoxicity 69, MRP resist rev with doxorubicin 88, NFkB transloc inh cell count 2 µM 144 and NFkB transloc pot cell count 2 µM 144.
Screening Clc1ccccc1-c1nnc2sc(-c3ccco3)nn12 returned NFkB transloc pot 27, PLAP inhibitors HTS 18%, MRP resist rev -4, NFkB transloc inh -27, Bcl-B displacement 1%, MRP resist rev cytotoxicity 83, MRP resist rev with doxorubicin 87, NFkB transloc inh cell count 2 µM 132 and NFkB transloc pot cell count 2 µM 132.
`CC(C)(Oc1ccc(Cl)cc1)C(=O)NCc1ccco1` gave NFkB transloc pot 10, PLAP inhibitors HTS -71%, MRP resist rev 14, NFkB transloc inh -10, Bcl-B displacement -7%, MRP resist rev cytotoxicity 107, MRP resist rev with doxorubicin 93, NFkB transloc inh cell count 2 µM 164 and NFkB transloc pot cell count 2 µM 164.
`O=C1C(NS(=O)(=O)c2cccs2)=C(N2CCN(c3cccc(C(F)(F)F)c3)CC2)C(=O)c2ccccc21` gave NFkB transloc pot 15, PLAP inhibitors HTS -62%, MRP resist rev -15, NFkB transloc inh -15, Bcl-B displacement 25%, MRP resist rev cytotoxicity 55, MRP resist rev with doxorubicin 70, NFkB transloc inh cell count 2 µM 202 and NFkB transloc pot cell count 2 µM 202.

Assay outcomes (PubChem)
